Bioassay records deposited in PubChem BioAssay by several laboratories.
MC4R antagonist: antagonists of human melanocortin 4 receptor (MC4R); MC4R-expressing cells, MTII-stimulated cAMP, LANCE TR-FRET; P32245; 360,000 compounds, 0.48% hits; inhibition, % at 6.5 µM; AID 540295;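 active = inhibition above its plate's cutoff, the mean of tested wells on that plate plus 3 SD, cut at about 29% in these data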;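 also: 0% = Melanotan II alone and 100% = Melanotan II plus saturating MCL0020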
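system = U2OS cells with stable human MC4R expression | also added = Melanotan II challenge after compound preincubation | dosing = one concentration, 6.5 µM nominal | incubation = compound 30 min, challenge 1 h, detection 1 h | measured by = TR-FRET with Eu-cAMP and labeled anti-cAMP, 671 nm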
N-glyco inh: N-linked glycosylation inhibition; D54 ERlucT glycosylation luciferase reporter, 24 h; percent of 100 nM tunicamycin response; reporter increase, % at 12.5 µM; 360,000 compounds, 0.23% hits; AID 588692;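 active = mean luciferase reporter signal, scaled so untreated is 0 and the glycosylation-blocking control 100, at or above a set limit in every replicate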;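 also: luciferase carries N-glycosylation sites so blocking glycosylation raises the light; 0% = median of neutral control wells and 100% = median of 100 nM tunicamycin wells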
NOD2 RIPK2 PPI: inhibitors of human NOD2-RIPK2 interaction; O43353; CHO BLA complementation NOD2-RIPK2, CCF4 ratio; inhibition, % at 4.98 µM; 360,000 compounds, 0.38% hits; AID 624267; in the data active = inhibition above about 21%;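 also: 0% = vehicle only and 100% = reference blocker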
TLR9-MyD88 block: blocks human TLR9 binding to MyD88; Q9NR96+Q99836; CHO BLA complementation TLR9-MyD88, CCF4 FRET ratio; inhibition, % at 4.98 µM; 340,000 compounds, 0.21% hits; AID 504734;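 active = inhibition above the mean over all tested compounds plus 3 SD, cut at about 21% in these data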;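 also: 0% = DMSO only wells and 100% = clavulanate BLA inhibitor control wells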
MC4R barr agon: activates human MC4R beta-arrestin recruitment; P32245; U2OS MC4R beta-arrestin complementation, luminescence; percent of melanotan II response, DMSO zero; activation, % at 8.9 µM; 360,000 compounds, 0.98% hits; AID 540308;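 active = activation above a per-plate cutoff, the mean activation of sample wells on that plate plus 3 SD, cut at about 8% in these data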
ABHD5-PLIN5 inh: blocks binding of human ABHD5 to perilipin-5; Split G. princeps luciferase complementation, luminescence, 4 h; inhibition, % at 4 µM; 360,000 compounds, 0.78% hits; Q00G26+Q8WTS1; AID 602281;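 active = inhibition above the mean inhibition across every tested compound plus 3 SD, cut at about 22% in these data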;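 also: 0% = DMSO only wells and the 100% control is not disclosed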
ABCB6 inh 2: inhibitors of human ABC transporter ABCB6 | AID 602162 | K562-ABCB6 porphyrin accumulation, flow cytometry, 1 h; hits give low values | fluorescence ratio to DMSO, % at 10 µM | 360,000 compounds, 0.19% hits;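 active = fluorescence ratio to DMSO below 75%, the collection mean minus 3 SD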;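 also: signal is porphyrin accumulated inside mitochondria; 100% equals median channel fluorescence of DMSO control wells; lower ratio means ABCB6 inhibition with less porphyrin fluorescence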
HTR2A ag: agonists of mouse serotonin 5-HT2A receptor (HTR2A) | AID 624169 | activation, % at 7.6 µM | 360,000 compounds, 0.66% hits | CHO-K1 mHTR2A beta-arrestin complementation, luminescence; percent of 30 µM serotonin response | P35363;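 active = activation above a run cutoff, the mean activation of all tested compounds plus 3 SD, cut at about 14% in these data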;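 also: 0% = plate median of compound wells and 100% = 30 µM serotonin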
SRC2 inh: inhibits human steroid receptor coactivator 2. Q15596. HEK293 GAL4-SRC2 luciferase reporter, luminescence. inhibition, % at 9 µM. 370,000 compounds, 0.17% hits. AID 651957;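 active = inhibition above the mean inhibition of all tested compounds plus 3 SD, set per campaign, cut at about 52% in these data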;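 also: 0% = DMSO treated cells and 100% = cells given Gossypol at 36 µM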
Target sequence (Q15596 whole entry, looked up, the tested form may be a part): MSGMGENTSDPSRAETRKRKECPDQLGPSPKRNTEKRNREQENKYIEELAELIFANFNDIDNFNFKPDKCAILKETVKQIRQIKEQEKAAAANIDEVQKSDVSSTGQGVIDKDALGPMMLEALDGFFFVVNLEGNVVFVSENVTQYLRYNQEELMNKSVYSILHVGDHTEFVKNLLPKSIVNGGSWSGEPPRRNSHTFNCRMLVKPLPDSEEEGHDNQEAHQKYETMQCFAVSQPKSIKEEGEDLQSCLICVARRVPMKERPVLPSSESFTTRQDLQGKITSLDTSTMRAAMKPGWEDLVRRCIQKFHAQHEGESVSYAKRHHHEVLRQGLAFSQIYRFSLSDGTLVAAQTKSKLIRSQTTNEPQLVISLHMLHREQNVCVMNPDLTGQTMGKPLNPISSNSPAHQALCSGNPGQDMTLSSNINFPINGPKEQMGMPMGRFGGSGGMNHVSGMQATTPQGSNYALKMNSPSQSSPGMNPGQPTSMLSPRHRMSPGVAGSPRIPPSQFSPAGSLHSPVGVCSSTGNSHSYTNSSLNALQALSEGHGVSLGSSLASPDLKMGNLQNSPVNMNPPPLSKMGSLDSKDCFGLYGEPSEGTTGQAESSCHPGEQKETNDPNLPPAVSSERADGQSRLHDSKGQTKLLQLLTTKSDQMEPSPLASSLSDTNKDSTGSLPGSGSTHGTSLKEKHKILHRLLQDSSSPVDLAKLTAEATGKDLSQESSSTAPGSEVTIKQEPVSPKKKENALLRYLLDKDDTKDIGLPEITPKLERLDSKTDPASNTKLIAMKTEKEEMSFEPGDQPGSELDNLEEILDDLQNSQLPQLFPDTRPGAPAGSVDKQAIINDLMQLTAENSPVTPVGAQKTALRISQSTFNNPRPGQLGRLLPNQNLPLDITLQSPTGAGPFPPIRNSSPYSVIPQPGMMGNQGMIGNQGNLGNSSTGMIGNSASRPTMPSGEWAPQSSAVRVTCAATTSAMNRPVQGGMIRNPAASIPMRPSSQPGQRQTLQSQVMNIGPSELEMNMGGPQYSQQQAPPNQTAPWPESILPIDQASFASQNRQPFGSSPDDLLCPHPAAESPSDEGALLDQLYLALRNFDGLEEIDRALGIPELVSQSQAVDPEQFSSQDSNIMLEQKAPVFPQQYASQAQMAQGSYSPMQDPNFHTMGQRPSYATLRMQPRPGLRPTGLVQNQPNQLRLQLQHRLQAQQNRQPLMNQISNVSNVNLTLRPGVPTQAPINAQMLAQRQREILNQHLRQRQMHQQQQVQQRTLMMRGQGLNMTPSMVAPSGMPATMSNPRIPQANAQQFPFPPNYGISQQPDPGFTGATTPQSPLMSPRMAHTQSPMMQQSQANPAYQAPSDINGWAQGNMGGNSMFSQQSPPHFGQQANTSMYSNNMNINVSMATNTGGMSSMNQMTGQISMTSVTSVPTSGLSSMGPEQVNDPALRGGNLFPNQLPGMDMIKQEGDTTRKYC
Cardio protect: protects H9c2 cardiomyocytes from peroxide injury; H2O2 injury protection, ATPLite, 2 h; protection from H2O2 cell death, % at 20 µM; 360,000 compounds, 0.63% hits; AID 588492;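 active = compounds giving at least 50% protection of heart cells from peroxide-induced death in the single-dose screen, raw or plate-pattern-corrected value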;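 also: 0% = DMSO wells with peroxide and 100% = DMSO wells without peroxide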
Active calls of the source: *; . = no result given. A portion of the library (hit frequency here may not be typical).

cpd | smiles | MC4R antagonist | N-glyco inh | NOD2 RIPK2 PPI | TLR9-MyD88 block | MC4R barr agon | ABHD5-PLIN5 inh | ABCB6 inh 2 | HTR2A ag | SRC2 inh | Cardio protect
1 | CCCn1c(SCC(=O)Nc2cccc(C(=O)OC)c2)nnc1-c1cccnc1 | -1 | 2 | -12 | -3 | -1.1 | 2 | 88 | 0 | 2 | 2
2 | COc1ccc(-c2noc(CCC(=O)NCc3cc(Br)ccc3OC)n2)cc1 | 7 | -3 | -9 | -4 | 2.5 | -1 | 199 | 6 | 22 | -15
3 | CC(C(=O)Nc1cccc(S(=O)(=O)N2CCOCC2)c1)N1CCN(C)CC1 (centres undefined) | 5 | 1 | -5 | -6 | -1.5 | 0 | 98 | 4 | -23 | 0
4 | COc1ccc(NC(=O)CCc2ccccc2)cc1NC(=O)c1ccco1 | -7 | -2 | 3 | 8 | 2.1 | -4 | 104 | -2 | 7 | -3
5 | Cc1ccc(C(=O)NCC(=O)N/N=C/c2sccc2C)cc1[N+](=O)[O-] | -4 | -1 | -1 | 5 | 2.7 | 13 | 106 | 2 | 3 | -12
6 | COC(=O)C1=C(C)N=C2SC(C#N)=C(N)N2C1c1cc(OC)c(OC)c(OC)c1 (centres undefined) | 4 | 0 | 12 | 2 | -1.1 | -8 | 92 | 0 | -4 | 12
7 | CC(=O)Nc1ccc(S(=O)(=O)N(C)CC(=O)OCC(=O)N2CCN(C(=O)c3ccco3)CC2)cc1 | 12 | 2 | -7 | -6 | -2.5 | -10 | 98 | 2 | -1 | -1
8 | CCn1c(SCC(=O)N2CCc3ccccc3C2)nc2sc(C)c(C)c2c1=O | 14 | -1 | -3 | 5 | -2.6 | -4 | 97 | -3 | -24 | 2
9 | CCCCOC(=O)Nc1cccc(Cl)c1C | 15 | 2 | -5 | 9 | -0.6 | -4 | 98 | -1 | -40 | -2
10 | CNC(=O)C1CC(=O)N(c2ccc(OCC(=O)Nc3ccccc3C)cc2)C1 (centres undefined) | 14 | 2 | -6 | -1 | -2.7 | 6 | 101 | 6 | -3 | -1
11 | CC(C)NC(=O)C(=O)Nc1cc2c3c(c1)C(C)C(=O)N3CCC2 (centres undefined) | 0 | 3 | -8 | 2 | -0.6 | -1 | 100 | 2 | -26 | 8
12 | O=C(CCc1nc2ccccc2c(=O)[nH]1)N1CCN(S(=O)(=O)c2cccc(F)c2)CC1 | 16 | 2 | -7 | -11 | -3.5 | 2 | 97 | 6 | 4 | 52*
13 | O=C(COC(=O)c1ccc(O)cc1O)c1ccc2c(c1)OCO2 | -9 | 1 | -5 | 4 | -1.8 | -4 | 100 | 8 | -4 | -3
14 | COC(=O)[C@@]12C[C@@H](CC(=O)NCC34CC5CC(CC(C5)C3)C4)C(=O)N(Cc3cccc4ccccc34)C1=CCC(C)(C)C2 | . | . | -9 | . | . | -6 | . | 0 | 11 | .
15 | O=C(NCc1ccccc1)C1=C[C@@H](c2csc3ccccc23)C[C@@H](OCc2ccc(CO)cc2)O1 | 14 | -10 | -3 | 8 | -1.1 | -1 | 91 | -6 | 9 | -5
16 | Cc1ccc(-n2c(CNc3ccc(F)cc3)nnc2SCC(=O)N2CCCC2)cc1 | 4 | -5 | 0 | 2 | -1.3 | 0 | 96 | 2 | 10 | -5
17 | CCOc1cc(CNCC2CCCO2)cc(Br)c1OCC(N)=O (centres undefined) | 5 | 0 | -9 | 0 | -1.0 | 3 | 95 | -2 | 7 | -5
18 | O=C(c1cc2cc(Br)ccc2o1)N1CCN(c2ccccc2)CC1 | 11 | 2 | -5 | 2 | -2.8 | -4 | 97 | -3 | -41 | -4
19 | C[C@@H]1[C@H](c2ccccc2)Oc2ccc(Cl)cc2S(=O)(=O)N1CC1CCCN1C(=O)OC(C)(C)C (some centres undefined) | 2 | -4 | -2 | 3 | -0.5 | 3 | 99 | 1 | 7 | -9
20 | Cc1ccc(S(=O)(=O)N(C)C)cc1-n1c(SCC(=O)Nc2ccc(F)cc2)nc2ccccc2c1=O | 8 | -3 | -12 | 5 | -0.6 | -2 | 96 | -5 | -12 | 9
21 | COc1ccc(N2CCN(C(=S)Nc3cc(C)cc(C)c3)CC2)cc1 | 1 | -3 | 1 | -10 | -1.0 | -4 | 98 | 1 | -4 | -7
22 | CCCOc1ccc(/C=C/C(=O)NCc2ccccc2)cc1 | 4 | -1 | 0 | -6 | -0.8 | 4 | 103 | 0 | -23 | 1
23 | O=C(CSc1nnc(-c2cccnc2)o1)c1cc2ccccc2oc1=O | 1 | 5 | -2 | 1 | -2.0 | -6 | 95 | 5 | -23 | 51*
24 | COc1ccc(-c2noc(=O)n2Cc2ccccc2F)cc1 | -2 | -4 | -4 | 12 | -1.6 | 0 | 98 | 2 | 8 | -2
25 | O=C(c1cscn1)N1CCCC(N2CCN(c3ccc(F)cc3)CC2)C1 (centres undefined) | 13 | . | -6 | -10 | -4.3 | 0 | 98 | -1 | -24 | 7
26 | CCOc1ccc(C(=O)N2CCN(c3cccc(Cl)c3)CC2)cc1 | 15 | 0 | 0 | 16 | 2.1 | -3 | 100 | -1 | 6 | -10
27 | COc1cccc(-c2nc(CS(=O)CC(=O)O)c(C)o2)c1 (centres undefined) | -1 | 0 | -5 | -5 | 0.6 | 1 | 99 | 5 | -4 | 8
28 | O=C(CC1CCCCC1)Nc1ccccc1-c1ccccc1 | 3 | -7 | -2 | 12 | -1.4 | -3 | 96 | 0 | -27 | 6
29 | C/C(=N\NC(=O)c1ccccc1)c1ccc(C)c([N+](=O)[O-])c1 | 0 | 5 | -10 | -9 | -1.9 | -3 | 92 | -5 | -44 | 1
30 | CCCCCNC(=O)CCc1ccccc1 | -4 | 1 | -10 | 8 | -2.0 | -7 | 86 | -9 | -35 | 6

Single records, from the list above:
Listed for CCCCCNC(=O)CCc1ccccc1 : MC4R antagonist = -4; N-glyco inh = 1; NOD2 RIPK2 PPI = -10; TLR9-MyD88 block = 8; MC4R barr agon = -2.0; ABHD5-PLIN5 inh = -7; ABCB6 inh 2 = 86; HTR2A ag = -9; SRC2 inh = -35; Cardio protect = 6
Listed for COC(=O)[C@@]12C[C@@H](CC(=O)NCC34CC5CC(CC(C5)C3)C4)C(=O)N(Cc3cccc4ccccc34)C1=CCC(C)(C)C2 : MC4R antagonist = .; N-glyco inh = .; NOD2 RIPK2 PPI = -9; TLR9-MyD88 block = .; MC4R barr agon = .; ABHD5-PLIN5 inh = -6; ABCB6 inh 2 = .; HTR2A ag = 0; SRC2 inh = 11; Cardio protect = .

Going on with the list:
cpd | smiles | MC4R antagonist | N-glyco inh | NOD2 RIPK2 PPI | TLR9-MyD88 block | MC4R barr agon | ABHD5-PLIN5 inh | ABCB6 inh 2 | HTR2A ag | SRC2 inh | Cardio protect
31 | COCCN(C(=O)c1csnn1)C(C(=O)NC1CCCC1)c1ccc(C)cc1 (centres undefined) | 2 | 0 | -7 | -1 | -1.9 | 4 | 95 | 3 | 16 | 4
32 | Cc1ccccc1N1CCN(C(=O)CCN2C(=O)c3ccccc3C2=O)CC1 | -4 | -1 | 2 | -3 | -1.1 | -7 | 98 | -5 | 6 | 2
33 | O=C(NC1CCCc2ccccc21)C1CCCC1 (centres undefined) | 0 | -1 | 7 | 3 | -0.5 | 3 | 95 | 1 | -9 | -2
34 | CCCN1CCC(=O)N([C@H](CO)Cc2ccccc2)CC1 | 4 | 0 | 3 | 1 | -0.3 | 12 | 89 | 1 | 11 | 3
35 | Cc1ccc2nc(-c3ccc(N4C(=O)CC(N5CCN(CCO)CC5)C4=O)cc3)sc2c1 (centres undefined) | 17 | -5 | 7 | 6 | -2.9 | 20 | 98 | 0 | -29 | -7
36 | COc1ccc(-c2cc(-c3nnc(COC(=O)C4CC4C)o3)c3ccccc3n2)cc1OC (centres undefined) | 13 | -1 | -1 | 1 | 0.5 | 7 | 98 | 8 | -11 | 85*
37 | FC(F)(F)c1nc(-c2cccs2)ncc1-c1nnnn1-c1ccc(Cl)cc1 | 2 | -7 | -14 | -2 | 1.0 | -5 | 80 | 5 | 9 | -23
38 | CCCCC[C@@H]1CCCCC[C@H](O)C[C@@H](O)[C@@H](O)/C=C/C(=O)O1 | . | . | 2 | . | . | -3 | 97 | 2 | 18 | .
39 | O=C(O)c1cccc(S(=O)(=O)Nc2ccc(Cc3ccncc3)cc2)c1 | 6 | 0 | -7 | -17 | -0.3 | 7 | 101 | 9 | 32 | 0
40 | Cc1c(C(=O)N/N=C/c2cccc(O)c2)nnn1-c1nonc1N | 13 | 2 | 1 | -1 | -3.8 | 11 | 98 | 10 | 16 | 9
41 | CC(C)Oc1ccc(CCc2n[nH]c(=S)n2-c2ccccc2)cc1 | 7 | 1 | 3 | 8 | -2.3 | -10 | 91 | 0 | 14 | -4
42 | O=C(O)CN=C(Nc1cc(Cl)cc(Cl)c1)NC(c1ccccc1)c1ccccc1 | . | . | 4 | . | . | -5 | 93 | -3 | -2 | .
43 | Cc1ccccc1N(C(=O)c1csnn1)C(C(=O)NC1CCCC1)c1ccncc1 (centres undefined) | -6 | 2 | -11 | -4 | -0.2 | 1 | 99 | 7 | -1 | 12
44 | CCOC(=O)c1ccc2nc(NC(=O)c3ccco3)sc2c1 | -2 | -11 | -2 | -5 | 0.2 | 1 | 101 | 0 | -72 | -14
45 | CC(=O)Nc1cc(S(=O)(=O)Nc2ccc(C)cc2)c(C)cc1C | 14 | 0 | -6 | -3 | -1.3 | 0 | 92 | 3 | 0 | -9
46 | CCN(CC(=O)Nc1c(F)cccc1F)C(=O)Cc1ccc2c(c1)CCC2 | -4 | -1 | 3 | -3 | 1.4 | -6 | 93 | -11 | -14 | -6
47 | CCc1nnc(NC(=O)Cc2ccc(S(=O)(=O)N3CCCCC3)cc2)s1 | 9 | 1 | -11 | 3 | -0.9 | 1 | 95 | 7 | -10 | 6
48 | NNC(=O)c1ccc(COc2cccc3ccccc23)cc1 | 3 | -1 | -1 | 3 | -1.1 | -2 | 98 | -1 | -48 | 1
49 | CCOc1ccc(-n2cc(C(=O)c3cc(Cl)ccc3O)cc(C#N)c2=O)cc1 | 7 | -1 | 8 | 3 | -0.5 | -3 | 101 | -2 | 9 | -13
50 | Cc1ccccc1NC(=O)Oc1cccc(OC(=O)c2ccccc2)c1 | -4 | -3 | -10 | 6 | -1.9 | 1 | 94 | 0 | 8 | -3
51 | CCCCN(C=O)c1c(CC)nc2ccc(C(=O)N3CCN(c4ccccc4)CC3)cn12 | 2 | 1 | -2 | . | 1.0 | 3 | 98 | 2 | 9 | 1
52 | CCN(CC)CCn1c2c(c(SCC(=O)Nc3nc4ccc(C)cc4s3)nc1=O)CCC2 | -1 | -4 | 0 | 0 | -2.6 | -1 | 106 | -2 | -9 | -16
53 | COc1ccccc1C(=O)Nc1ccc(S(=O)(=O)N2CCOCC2)cc1 | 19 | 2 | 14 | -4 | 0.3 | 0 | 89 | 4 | -16 | -3
54 | COc1ccc(-c2nn(-c3ccccc3)cc2C(=O)NC(=S)Nc2cc(Cl)ccc2Cl)cc1 | 4 | -2 | -5 | -9 | 1.6 | 10 | 92 | 8 | 1 | 3
